Assay outcomes (PubChem BioAssay)
All columns: NCI-60 one-dose screen, growth in % after 48 h at 10 µM unless noted; 100 = growth as untreated, 0 = no growth, -100 = all killed.
CAKI-1 = CAKI-1 renal cancer; 75,000 compounds, 4.7% hits; AID 1794772
TK-10 = TK-10 renal cancer cells; 81,000 compounds, 3.9% hits
786-0 = 786-0 renal cancer cells; AID 1794775; 81,000 compounds, 5.1% hits
ACHN = ACHN renal cancer; 81,000 compounds, 4.9% hits; AID 1794771
SN12C = SN12C renal cancer cells | 81,000 compounds, 3.8% hits | AID 1794767
A498 = A498 renal cancer cells; AID 1794774; 76,000 compounds, 5.4% hits
UO-31 = UO-31 renal cancer | 81,000 compounds, 5.2% hits
PC-3 = PC-3 prostate cancer cells | AID 1794754 | 80,000 compounds, 3.9% hits
RXF 393 = RXF 393 renal cancer cells; 77,000 compounds, 6.9% hits; AID 1794773
An asterisk follows results filed as active; . = not tested or not shown; & = joins results of further samples; [ ] = another dose, or the depositor's remark. How the source made its calls: active means growth percent below 10; inactive means the rest.

canonical_smiles,CAKI-1,TK-10,786-0,ACHN,SN12C,A498,UO-31,PC-3,RXF 393
COC(=O)CCC(NS(=O)(=O)/N=C1\NC(=O)NC1=C(Cl)Cl)C(=O)OC (configuration not stated),92,131,104,97,97,.,82,97,108
COc1ccc(OC)c2cc3ccccc3cc12,103,121,112,103,105,.,83,96,115
Cc1nc(N)[nH]c(=O)c1CCCNc1ccc(CCCCC2(CCl)OCCO2)cc1,83&94,114&114,99&93,102&99,90&88,104,74&81,81&76,90&109
S=C(Cc1ccc2c(c1)CCCC2)N1CCOCC1,102,106,101,101,101,101,92,98,115
CCOC(=O)c1[nH]c2c(c1C)C(=O)CSC2,51[100 µM],72[100 µM],58[100 µM],64[100 µM],86[100 µM],59[100 µM],50[100 µM],62[100 µM],98[100 µM]
CSc1ccc(-c2cn3ccsc3n2)cc1,85,78,98,43,85,104,23,65,64
OCCN(CCO)C1c2ccccc2-c2ccccc21,93,96,101,106,104,.,81,92,.
Clc1ccc2oc3c(OCCCn4ccnc4)c4ccccc4nc3c2c1,38,.,46,35,56,8.5*,44,69,58
Cc1ccc(CC#N)c(-c2c(CC#N)ccc(C)c2C)c1C,83&78,98&99,86&103,98&92,89&96,87&86,90&69,85&83,83&87
Cc1ccc2nc(NC(=O)CSc3nc(-c4ccccc4)c(C#N)c(N4CCN(C)CC4)n3)sc2c1,79,79,54,85,80,60,52,63,40

Following part:
canonical_smiles,CAKI-1,TK-10,786-0,ACHN,SN12C,A498,UO-31,PC-3,RXF 393
COc1cc(-c2nn(-c3cccc(NC(=O)Nc4ccccc4)c3)cc2-c2ccncc2)ccc1Cl,96,116,93,78,86,80,57,52,73
CS(C)=O,80&101,123&109,111&100,109&112,109&102,.,105&100,106,155&107
CCNc1ccc2c(c1)C(=O)c1ccccc1-2,86,109,98,102,106,96,86,102,102
c1cnc2[nH]cc(-c3csc(-c4c[nH]c5ncccc45)n3)c2c1,77,136,92,90,90,114,69,83,94
CON1CCC(c2cn(S(=O)(=O)N(C)C)cn2)c2cc[nH]c2C1=O (configuration not stated),88,95,94,98,96,108,75,100,106
Nc1ccc(C(=O)NCC(=O)O)cc1,95&96&96,93&99&93,98&97&95,111&98,95&99,98&133&107,87&88&85,101&99&93,118&94
O=c1[nH]c2cccc(Cl)c2c2ccccc12,71,112,107,99,82,100,82,94,97
CC1(C)CC[C@]2(CO)CC[C@]3(C)[C@](O)([C@H](O)C[C@@H]4[C@@]5(C)CCCNC(C)(C)[C@@H]5CC[C@]43C)[C@@H]2C1,97,103,101,108,90,84,73,76,95
O=C1OCC(O)=C1Cc1ccccc1,115,100,97,112,102,104,85,115,114
COC(=O)C[C@](O)(CCCC(C)(C)O)C(=O)O[C@H]1C(OC)=C[C@@]23CCCN2CCc2cc4c(cc2[C@@H]13)OCO4,3.4*,-13*,-14*,3.0*,-11*,-19*,31,-15*,-32*

The listing continues.
canonical_smiles,CAKI-1,TK-10,786-0,ACHN,SN12C,A498,UO-31,PC-3,RXF 393
CCCCCCC[n+]1ccc(CCS(=O)(=O)c2ccc(NC(C)=O)cc2)cc1,96,79,90,99,96,86,94,78,118
O=C(CCl)N1c2ccccc2Sc2ccc3ccccc3c21,-53*,-58*,-63*,-89*,-49*,-90*,-90*,-87*,-33*
CN1C(=O)N(C)C2C1NN=c1s/c(=C\c3ccccc3F)c(=O)n12 (configuration not stated),31,63,36,37,26,1.4*,43,27,-6.3*
COc1ccc(C2=NOC(CC(=O)N(CCO)CCO)C2)cc1OC1CCCC1 (configuration not stated),100,99,93,104,104,.,88,95,102
N#Cc1ccc(-c2ccc3[nH]c(=O)nc(-c4ccccc4)c3c2)cc1,74,88,94,82,84,111,63,89,78
Nc1ncnc2c1C(c1ccc(Br)cc1)c1sc3c(Br)cccc3c1O2 (configuration not stated),64,96,87,72,98,105,46,88,99
CCOC(=O)c1c(C)c(-c2ccccc2)nc2ccccc12,81,113,102,93,99,88,84,95,74
O=C1NC(=O)C2(CCCc3ccccc32)N1 (configuration not stated),107,103&117,97&111,109&102,96&92,106&92,96&90,98&100,106&120
COc1ccc(NC(=O)c2ccc(NC3=C(c4ccc(OC)cc4)C(=O)NC3=O)cc2)cc1,86,113,108,95,95,115,77,85,100
N#Cc1cc(O)n2c1C(=N)c1ccccc1-2,.,93,96,97,90,68,75,89,87

Later entries:
canonical_smiles,CAKI-1,TK-10,786-0,ACHN,SN12C,A498,UO-31,PC-3,RXF 393
COc1cc(NC(=O)C(O)CN(C)Cc2ccc(C(F)(F)F)cc2)ccc1C#N (configuration not stated),88,102,98,98,99,83,83,93,103
CCCC(O)(c1ccccc1)C(c1ccccc1)C1CCCCN1 (configuration not stated),.,91,103,108,97,106,88,86,103
Cc1ccc(NC(=O)NCC2(C)CC(NC(=O)Nc3ccc(C)cc3)CC(C)(C)C2)cc1 (configuration not stated),80,136,104,94,92,104,80,80,88
Cc1ccc(C(=O)C(C)(C)C)c(C)c1,91,108,.,95,105,130,98,112,.
CCCCC1(O)CCCC1,86,93,95,92,92,109,74,87,104
Cc1c([N+](=O)[O-])cc(C(C)C)c(O)c1[N+](=O)[O-],99,106,100,110,101,99,86,91,103
Cc1ccccc1C(CC(=O)c1ccccc1)c1ccccc1 (configuration not stated),101,94,94,108,105,86,78,83,109
O=C(CCN1C(=O)/C(=C/c2ccc(Cl)cc2)SC1=S)NCCN1CCOCC1,93,108,107,98,92,95,82,.,105
CCCCCCCCC(=O)C(C)C,110,109,105,120,98,.,93,100,101
CSc1ccc(Br)cc1,80,104,88,108,98,93,102,102,105

Not a retest: an excerpt of the list.
canonical_smiles,CAKI-1,TK-10,786-0,ACHN,SN12C,A498,UO-31,PC-3,RXF 393
Cc1ccc(NC(=O)NCC2(C)CC(NC(=O)Nc3ccc(C)cc3)CC(C)(C)C2)cc1 (configuration not stated),80,136,104,94,92,104,80,80,88
Cc1ccc(C(=O)C(C)(C)C)c(C)c1,91,108,.,95,105,130,98,112,.
CCCCC1(O)CCCC1,86,93,95,92,92,109,74,87,104
Cc1c([N+](=O)[O-])cc(C(C)C)c(O)c1[N+](=O)[O-],99,106,100,110,101,99,86,91,103
Cc1ccccc1C(CC(=O)c1ccccc1)c1ccccc1 (configuration not stated),101,94,94,108,105,86,78,83,109

(more compounds)
canonical_smiles,CAKI-1,TK-10,786-0,ACHN,SN12C,A498,UO-31,PC-3,RXF 393
N#Cc1c(-c2ccccc2Br)cc(-c2ccc(Br)s2)[nH]c1=O,84,110,101,100,97,.,79,105,117
COc1cc([C@H]2[C@]3(C(N)=O)C(N)=NC(=C(C#N)C#N)[C@]23C#N)cc(OC)c1OC,95,.,107,100,100,113,88,86,.
COc1cc2oc(-c3cccc(NC(=O)Nc4ccc(Cl)cc4)c3)cc(=O)c2c(OC)c1OC,89,77,96,78,84,.,66,49,101
CCCCCN(CCCCC)CC(=O)O[C@H]1C[C@H]2CC[C@@]1(C)C2(C)C,107,105,105,107,100,112,110,78,105
CCc1onc(-c2ccc(OC)cc2)c1-c1ccccc1O,92,112,102,103,103,98,83,86,139
O=C1c2c(Cl)c(Cl)c(Cl)c(Cl)c2C(=O)N1c1nccs1,102,89,108,104,93,92,81,110,116
O=C(O)COc1ccc([N+](=O)[O-])cc1Cl,.,103,99,102,89,115,105,98,108
NNc1nc2[nH]c(=O)ccc(=O)n2n1,87,111,105,103,102,99,78,99,112
COC(=O)c1nn2c(c1C(=O)OC)CC(c1ccccc1)N(S(=O)(=O)c1ccccc1)C2C (configuration not stated),72,96,104,114,120,90,94,84,101
Cc1nc(-c2cccs2)ccc1NC(=O)Nc1ccc(Cl)cc1,.,100,94,.,98,98,93,92,112

Shown with each value named: entries from further up
> Cc1nc(-c2cccs2)ccc1NC(=O)Nc1ccc(Cl)cc1
  CAKI-1: .
  TK-10: 100
  786-0: 94
  ACHN: .
  SN12C: 98
  A498: 98
  UO-31: 93
  PC-3: 92
  RXF 393: 112

> COC(=O)c1nn2c(c1C(=O)OC)CC(c1ccccc1)N(S(=O)(=O)c1ccccc1)C2C (configuration not stated)
  CAKI-1: 72
  TK-10: 96
  786-0: 104
  ACHN: 114
  SN12C: 120
  A498: 90
  UO-31: 94
  PC-3: 84
  RXF 393: 101

> NNc1nc2[nH]c(=O)ccc(=O)n2n1
  CAKI-1: 87
  TK-10: 111
  786-0: 105
  ACHN: 103
  SN12C: 102
  A498: 99
  UO-31: 78
  PC-3: 99
  RXF 393: 112

Next part
canonical_smiles,CAKI-1,TK-10,786-0,ACHN,SN12C,A498,UO-31,PC-3,RXF 393
CCCCCCCCOC(=O)c1ccccc1O,97,108,105,105,114,172,91,99,91
COc1cccc(/C=C2/SC(=S)N(Cc3ccco3)C2=O)c1OC,97,113,99,93,96,124,81,82,103
CCCc1cccc(-c2ccccc2)c1O,101,103,103,110,101,100,93,97,112
CNC(=O)OC(C)(C)C#N,98,108,95,108,95,102,74,102,.
Clc1ccccc1C1=NN(c2ccc(-c3ccccc3)nn2)C(c2ccccc2)C1 (configuration not stated),62,104,93,99,92,78,65,76,99
O=C(/C=C1\C=CN(CCCCCCO)c2ccccc21)n1ccc2ccccc21,79,135,100,88,94,113,63,89,112
COc1ccc(-c2cc(C(=O)N3CCN(C(=O)c4ccccc4NCc4ccco4)CC3)nc3cc(-c4ccccc4)nn23)cc1,96,101,103,98,98,97,59,82,92
Cn1cc(-c2ccc3c(c2)OCCO3)c(C(=O)NCc2ccc(Cl)cc2)n1,93,109,102,99,101,77,71,113,89
COc1ccc(S(=O)(=O)NCCNc2cc(-c3c(-c4cccc(OC)c4)nc4sccn34)ccn2)cc1,85,101,98,92,94,83,71,83,91
CCNC(=O)N1CCc2cc(OC)c(OCCc3ccc(OC)c(N)c3)cc2C1c1ccc(C)cc1C (configuration not stated),23,56,13,28,23,-5.0*,30,29,7.5*

Next part:
canonical_smiles,CAKI-1,TK-10,786-0,ACHN,SN12C,A498,UO-31,PC-3,RXF 393
COc1ccc(Nc2nc(N)n(S(=O)(=O)c3ccc(F)cc3)n2)cc1,78,105,88,108,100,82,97,80,82
Oc1[nH]c2ccc(Cl)cc2c1/C=c1/ccc2c(c1)N=C(c1ccc(F)cc1)N=2,45,111,76,87,74,56,61,49,63
O=C1Nc2ccccc2/C1=N/N=C/c1coc2ccc(F)cc2c1=O,86,106,102,97,96,.,56,97,101
O=C(O)CCCc1ccc(Cl)cc1,101,96,100,104,101,117,90,91,153
O=[N+]([O-])c1ccc(O)c(O)c1,100,108,93,105,95,120,76,84,110
NCC(=O)c1ccc2oc3ccccc3c2c1,95,120,.,113,115,100,90,98,114
CCCCC(=O)NCCNc1nccc(Nc2ccc(S(=O)(=O)Nc3ccccn3)cc2)n1,95,113,101,99,113,101,77,97,125
c1cc(OCCN2CCCCC2)ccc1CNc1ccc2nc(CCC3CCCCC3)[nH]c2c1,-28*,80,-61*,45,64,10,-30*,45,12
CCOc1ccc2nc(NCc3ccc(C(C)C)cc3)sc2c1,93,98,99,111,97,70,85,93,110
[2H]C([2H])([2H])Oc1c(F)cccc1/C=C/C(=O)/C=C(O)/C=C/c1cccc(F)c1OC([2H])([2H])[2H],103,114,103,104,93,109,98,88,106

Additional records follow:
canonical_smiles,CAKI-1,TK-10,786-0,ACHN,SN12C,A498,UO-31,PC-3,RXF 393
Cc1oc(-c2cc(C(F)(F)F)ccc2Cl)cc1C(=O)Nc1ccc(S(N)(=O)=O)cc1,94,100,104,101,101,105,92,100,112
CN(C)c1ccc(C2C(C#N)=C(N)Oc3cc4ccccc4cc32)cc1 (configuration not stated),55,159,94,83,81,83,53,103,89
CC[n+]1c(C)ccc2cc(C)ccc21,113,98,.,106,97,97,.,104,111
Oc1ccccc1CNc1ccccc1,98,91,109,106,99,88,84,96,107
Cc1ccc(-c2cn3cc([N+](=O)[O-])ccc3n2)cc1,.,.,92,73,75,58,57,77,90
C/C(=C\c1ccc(O)cc1O)c1ccc2ccc(O)cc2[o+]1,58,116,53,45,45,147,51,63,.
COc1cccc(-c2nc3occn3c2-c2ccnc(NCCCNS(=O)(=O)c3ccc(F)cc3)n2)c1,79,109,96,78,80,.,64,75,91
COc1cccc(C2=NN(c3ccc(-c4ccccc4)nn3)C(c3ccc(F)cc3)C2)c1 (configuration not stated),80,125,99,99,93,79,86,100,97
O=C(O)CSC(=S)SCC(=O)O,94,115,93,101,93,103,71,89,109
COc1ccccc1-c1nc(-c2ccccc2O)cn2ccnc12,73,103,95,88,92,94,80,81,78

(continued)
canonical_smiles,CAKI-1,TK-10,786-0,ACHN,SN12C,A498,UO-31,PC-3,RXF 393
O=C(CN(C(=O)c1ccccc1)C(=O)c1ccccc1)OCc1ccccc1,99,106,102,105,106,78,77,89,105
CC(=O)c1ccc(N=C2N=c3ccccc3=C/C2=C\c2c(O)[nH]c(=S)[nH]c2=O)cc1,93,117,99,90,91,70,69,101,107
CCCCC(O)C(F)(F)Cl (configuration not stated),76,89,101,98,105,112,82,93,100
O=C(CNC(=O)Nc1ccc(C2=NCCN2)cc1)Nc1ccc(C2=NCCN2)cc1,102,118,107,113,108,112,103,104,118
CCN(CC)C(=O)c1ccccn1,101,92,102,108,.,107,90,91,102
Cc1ccc2nc(Cl)c(CNc3ccc(F)cc3)cc2c1,88,89,89,104,102,93,67,89,97
CCC1(CC)CC1C#N (configuration not stated),93,97,91,99,97,87,81,94,108
CSc1ccc(/C(=N/NC(N)=S)c2ccc(Cl)cc2)cc1,89,110,97,100,110,79,68,101,65
Cc1ccc(NC(=O)CS(=O)(=O)c2nc3ccccc3nc2C)cc1,98,125,120,96,98,100,78,.,100
C#COC(CC)CCCCC (configuration not stated),108,101,.,98,98,110,.,98,104
CC(C(=O)Nc1cccnc1)c1ccc(Nc2ccnc(C(F)(F)F)c2)cc1 (configuration not stated),86,.,94,100,114,87,80,83,116
CC[C@]12C=CCN3CC[C@@]4(c5ccc(OC)cc5N(C)[C@H]4[C@@](O)(C(=O)OC)[C@@H]1OC(=O)CCCBr)[C@@H]32,81,100,94,100,97,90,83,79,99
Brc1ccccc1C[n+]1cccc2ccccc21,86,88,97,103,96,49,75,84,97
